# TRPC6 inh: inhibitors of mouse TRPC6 channel | AID 2553 | Q61143 | HEK293-TRPC6, membrane potential dye, ACh-evoked depolarization; active compounds read low | 310,000 compounds, 1.1% hits | B-score at 10 µM;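 active means B-score under library mean minus 3 SD, initial fluorescence not abnormally high, positive integrated signal ratio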;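 further: B-score derived from integrated fluorescence ratio over the kinetic read; more negative B-score means stronger inhibition of depolarization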
# RGS4 inh: inhibitors of human RGS4; B-score at 10 µM; P49798; 310,000 compounds, 0.45% hits; HEK293 M3R/RGS4 inducible, Fluo-4 calcium flux; active compounds read high; triggered by carbachol at its EC20;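 active means B-score, a plate-corrected calcium signal, over three deviations above library mean, with baseline fluorescence within five deviations of library mean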;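 further: RGS4 expression induced by doxycycline in cells with stable M3 receptor; B-score is computed from the integrated fluorescence ratio over baseline after carbachol; higher B-score means a larger calcium signal and so more RGS4 inhibition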
# Target sequence (P49798 whole entry, looked up): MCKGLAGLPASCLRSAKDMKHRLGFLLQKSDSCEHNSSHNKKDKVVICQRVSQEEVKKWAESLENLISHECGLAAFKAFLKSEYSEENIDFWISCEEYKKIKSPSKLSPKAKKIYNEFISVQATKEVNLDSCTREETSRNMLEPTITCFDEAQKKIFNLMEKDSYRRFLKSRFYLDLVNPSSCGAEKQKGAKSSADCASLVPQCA
# SKKanGAS inh: blocks kanamycin growth of S. pyogenes SKKanGAS strain; BacTiter-Glo, 6 h; inhibition, % at 7.5 µM; 300,000 compounds, 1.3% hits; AID 1662;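 active means mean replicate score, as percent of positive control median, at least 50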;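 further: strain carries kanamycin resistance gene driven by streptokinase promoter and grows in 40 µg/ml kanamycin; loss of luminescence reflects streptokinase promoter inhibition or plain growth inhibition; 0% = median of DMSO wells and 100% = positive control at its reference dose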
# TRPC6 activator: activates the mouse TRPC6 cation channel; B-score at 10 µM; Q61143; HEK293-TRPC6 membrane potential dye fluorescence; active compounds read high; 310,000 compounds, 0.13% hits;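 active means B-score of the integrated fluorescence ratio above library mean plus 3 SD, and starting fluorescence ratio within library mean plus 5 SD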;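 further: higher score means more depolarization so channel activation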
# MrgX1 antagonist: antagonists of human MrgX1 receptor; MRGX1-HEK293 calcium flux, Fluo-4, BAM8-22 antagonism; active compounds read low; B-score at 10 µM; 310,000 compounds, 1.3% hits; AID 588676;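 active means calcium-response B-score plate-corrected more than 3 library SD below zero, starting fluorescence within 5 deviations, no agonist response on first addition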;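 further: peak minus trough fluorescence over baseline after final BAM8-22 challenge near maximal dose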
# Target sequence (Q96LB2 whole entry, looked up): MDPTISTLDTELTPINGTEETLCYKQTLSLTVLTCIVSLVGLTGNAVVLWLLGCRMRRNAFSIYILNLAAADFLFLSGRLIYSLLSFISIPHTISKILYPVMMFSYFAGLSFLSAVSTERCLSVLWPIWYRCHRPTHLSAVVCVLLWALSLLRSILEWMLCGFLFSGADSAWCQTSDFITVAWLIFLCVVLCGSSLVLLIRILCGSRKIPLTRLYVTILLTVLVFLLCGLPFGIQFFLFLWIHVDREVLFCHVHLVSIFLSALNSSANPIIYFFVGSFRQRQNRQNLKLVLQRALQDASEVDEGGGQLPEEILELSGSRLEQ
# MrgX1 ag: activates human MrgX1 receptor signaling | Q96LB2 | MrgX1-HEK293 cells, Fluo-4 calcium fluorescence, agonist mode; active compounds read high | B-score at 10 µM | 310,000 compounds, 0.44% hits;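 active means calcium response B-score plate-corrected fluorescence ratio at least 3 library SD, with starting fluorescence B-score inside 5 SD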
#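 times = overnight plating, then 30 min 37 °C plus 30 min room-temperature dye loading | assay system = stable human MrgX1 HEK293 cell line | input = fifteen thousand cells per well | signal = kinetic calcium dye fluorescence, Fluo-4 NW | dosing = compound delivered in addition one of three | read-out = B-scored fluorescence response ratio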
# TRPC4 block: TRPC4 (mouse) channel inhibition | Q9QUQ5 | 300,000 compounds, 0.39% hits | HEK293 TRPC4beta/mu-opioid, DAMGO-evoked Fluo4 calcium flux; active compounds read low | AID 2247 | B-score at 10 µM;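 active means B-score over 3 SD under the library average, no early fluorescence shift, positive overall ratio signal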
#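 Signal: kinetic Fluo4 fluorescence imaging of calcium influx. Material: stable TRPC4beta/mu-opioid receptor HEK293 cells. Probe or stimulus: DAMGO in two steps, submaximal then maximal.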
# RGS4 act: potentiators or activators of RGS4 | B-score at 10 µM | 310,000 compounds, 0.92% hits | HEK293 M3R/inducible RGS4, carbachol calcium flux Fluo4; active compounds read low;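 active means B-score of the integrated calcium signal more than 4 SD below the library mean, with starting fluorescence not abnormally high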;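 further: negative B-score means reduced calcium response which marks RGS4 activation or potentiation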
#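 Assay system: Inducible-RGS4 HEK293 cells carrying M3 receptor | Schedule: Compound preincubation 20 min at room temperature before agonist | Signal: Kinetic calcium fluorescence imaging with Fluo4-AM dye, 2 µM | Read-out basis: B score from integrated fluorescence ratio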
# MrgX1 allo act: allosterically activates human MrgX1 receptor signaling; Q96LB2; MrgX1-HEK293, Fluo-4 calcium flux, FDSS; active compounds read high; B-score at 10 µM; 310,000 compounds, 0.63% hits; AID 588675;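 active means plate-corrected calcium response at least 3 library SD above typical, normal starting fluorescence, not activating the receptor alone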;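 further: compound read alongside a low EC10 to EC30 dose of BAM8-22 agonist; peak minus trough fluorescence over baseline measured at the second addition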
# HIF activator: HIF pathway transcriptional activation; activation, % at 7.5 µM (by protocol); U2OS HRE-luciferase reporter, luminescence; normalized: DMSO 0%, desferrioxamine 100%; 300,000 compounds, 0.32% hits;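 active means mean activation of at least 10% of the iron chelator positive control signal, with at least half of replicates also reaching 10%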
# Platelet DG rel: modulates dense granule release in human platelets | human platelet-rich plasma, SFLLRN dense granule ATP release, luminescence | inhibition, %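 (compounds screened at 7.5 µM in platelet-rich plasma)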 | 300,000 compounds, 0.22% hits | AID 1663;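 active means mean replicate score, as percent of positive control, at or above 50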
# Active calls of the source: *; i = inactive; . = no result given.
SMILES,TRPC6 inh,RGS4 inh,SKKanGAS inh,TRPC6 activator,MrgX1 antagonist,MrgX1 ag,TRPC4 block,RGS4 act,MrgX1 allo act,HIF activator,Platelet DG rel
CCOc1ccc(/C=N/OCC(=O)Nc2ccc3c(c2)OCO3)cc1,i,i,11.0,i,i,i,i,i,i,-0.4,-0.7
N#Cc1c(-c2ccc(Cl)cc2)c2c([nH]c1=O)-c1ccccc1OC2,i,i,15.7,i,i,i,i,i,i,-0.3,-15.7
O=S(=O)(Nc1ccc(-c2cn3ccsc3n2)cc1)c1ccc2c(c1)OCCO2,i,i,2.6,i,i,i,i,i,i,3.5,-2.6
O=C(NNC(=O)c1ccccc1Br)c1cccs1,i,i,-22.2,i,i,i,i,i,i,1.3,0.9
O=C(N/C(=C/c1ccccc1)C(=O)N1CCCCC1)c1ccco1,i,i,-2.8,i,i,i,i,i,i,-0.6,5.4
CC(C)c1nnc(NC(=O)Cc2cccs2)s1,i,i,-3.4,i,i,i,i,i,i,0.6,-3.3
CC(=O)C1=C(c2ccccc2)NC(=O)NC1c1ccccc1OCC#N (configuration not stated),i,i,5.6,i,i,i,i,i,i,-0.2,-3.5
COC(=O)c1sccc1NC(=O)Nc1cccc(F)c1,i,i,13.7,i,i,i,i,i,i,-0.1,46.2
COc1cccc(-c2noc(CCC(=O)NC3CCCCC3)n2)c1,i,i,4.0,i,i,i,i,i,i,0.0,1.1
COC(=O)/C(=C/Nc1ccc(O)cc1)[N+](=O)[O-],i,i,-6.1,i,i,i,i,i,i,0.1,2.3
Cc1nc(-c2cccc(NC(=O)c3ccco3)c2)cs1,i,i,-2.6,i,i,i,i,i,i,0.9,-8.9
Cc1ccc[n+](CC(=O)c2ccc(-c3ccccc3)cc2)c1,i,i,-6.1,i,i,i,i,i,i,0.3,-4.1
O=C1c2ccccc2C(Nc2ccc3c(c2)OCCO3)N1c1ccccn1 (configuration not stated),i,i,4.8,i,i,i,i,i,i,1.2,-0.1
CCN(CC)C(=O)c1sc(NC(=O)c2cc(-c3ccc(C)s3)nc3ccccc23)c(C(=O)OC)c1C,i,i,29.2,i,i,i,i,i,i,-0.1,-1.8
CCOc1ccccc1NC(=S)NNS(=O)(=O)c1c(C)cc(C)cc1C,i,i,1.7,i,i,i,i,i,i,-0.1,-4.4
COc1ccc(CCN2C(=O)NC(NC(=O)CCc3ccccc3)(C(F)(F)F)C2=O)cc1OC (configuration not stated),i,i,-3.4,i,i,i,i,i,i,0.0,3.3
O=C(NCc1ccccn1)C1CC(c2ccccc2Cl)=NO1 (configuration not stated),i,i,-11.3,i,i,i,i,i,i,1.8,1.7
O=C(COc1ccc(Cl)cc1Cl)NNC(=O)c1cccnc1,i,i,-3.7,i,i,i,i,i,i,1.5,3.1
Cc1nc2cc(-c3ccccc3)nn2c(C)c1CCC(=O)N1CCN(c2ccccc2)CC1,i,i,12.0,i,i,i,i,i,i,-2.2,9.6
CCN(CC)CCNC(=O)C(=O)Nc1cc2c3c(c1)CCN3C(=O)CC2,i,i,-1.3,i,i,i,i,i,i,0.2,-10.4
O=C1NC(=S)N/C1=C/c1cccc([N+](=O)[O-])c1O,i,i,-7.1,i,i,i,i,i,i,0.3,-1.5
CCc1nc(CN(C)C(=O)C2CCC(=O)N(Cc3cccc(F)c3)C2)no1 (configuration not stated),i,i,-6.7,i,i,i,i,i,i,-0.5,-0.5
COc1ccccc1-c1csc(Cc2nnc3n2CCCCC3)n1,i,i,0.3,i,i,i,i,i,i,0.5,8.1
Cc1ccnc(SCc2cc(=O)c(OC(=O)c3ccc(S(=O)(=O)N(C)C)cc3)co2)n1,i,i,-4.1,i,i,i,i,i,i,-0.1,-8.1
COc1ccc(-c2noc(CN3C(=O)c4ccccc4C3=O)n2)cc1,i,i,-2.7,i,i,i,i,i,i,-0.3,-3.1
COc1ccc(NC(=O)/C(C#N)=C/c2ccc(OCc3ccccc3F)cc2)cc1,i,i,-4.5,i,i,i,i,i,i,-1.2,1.6
Cc1ccc(S(=O)(=O)N2CCC(C(=O)N3CCC3)CC2)cc1,i,i,-2.6,i,i,i,i,i,i,-0.3,6.3
O=C(OCc1ccccc1)C1CCCN1C(=O)c1ccccc1[N+](=O)[O-] (configuration not stated),i,i,3.1,i,i,i,i,i,i,-0.4,12.8
CC(=O)CCS(=O)(=O)c1ccc(NC(C)=O)cc1,i,i,-15.9,i,i,i,i,i,i,0.0,-3.4
CN(C)S(=O)(=O)c1ccccc1C#N,i,i,1.1,i,i,i,i,i,i,-0.4,-5.4
COc1ccc(C(=O)CSc2n[nH]c(-c3ccncc3)n2)cc1[N+](=O)[O-],i,i,-3.0,i,i,i,i,i,i,-0.1,2.8
Cc1ccc(S(=O)(=O)Nc2cc(Cl)c(O)c3ncccc23)cc1,i,i,78.9*,i,i,i,i,i,i,0.0,0.1
CCc1ccc(S(=O)(=O)NCc2cn3ccsc3n2)s1,i,i,-6.6,i,i,i,i,i,i,0.3,5.8
O=C(c1c[nH]c2ccccc12)C(O)C(c1ccccc1)N1CCOCC1 (configuration not stated),i,i,-1.1,i,i,i,i,i,i,0.1,2.1
CCN(CC)S(=O)(=O)c1ccc(-n2cnnn2)c(C)c1,i,i,1.6,i,i,i,i,i,i,-0.5,-0.6
Cc1cc(C)c(NC(=O)C2CCN(C(=O)c3ccco3)CC2)c(C)c1,i,i,1.6,i,i,i,i,i,i,0.0,-20.5
O=C(CSc1nn(-c2ccc(Cl)cc2)c(=S)s1)N1CCN(C(=O)c2ccco2)CC1,i,i,-4.3,i,i,i,i,i,i,0.0,-7.7
COC(=O)c1sccc1NC(=O)c1ccnn1C,i,i,-2.8,i,i,i,i,i,i,-0.1,5.5
CC(C)N(C(=O)COC(=O)c1ccc(O)cc1)C(C)C,i,i,-6.8,i,i,i,i,i,i,-0.2,0.8
O=C(O)c1ccc(CSc2nnc(Cc3ccccc3)o2)cc1,i,i,0.1,i,i,i,i,i,i,-0.2,-0.4
O=C(CSc1nnc(C2CC2)n1Cc1ccco1)NCC(F)(F)F,i,i,9.5,i,i,i,i,i,i,-0.6,9.3
CC(NC(=O)Nc1ccccc1Cl)c1ccc2c(c1)OCO2 (configuration not stated),i,i,3.0,i,i,i,i,i,i,-0.7,-3.5
N#C/C(=C\c1ccccc1)c1n[nH]c(Cn2cncn2)n1,i,i,-5.7,i,i,i,i,i,i,-0.3,-0.8
CCC1(C)Cc2ccccc2-c2[nH][nH]c(=O)c21 (configuration not stated),i,i,.,i,i,i,i,i,i,-0.1,-0.7
Cc1ccc(S(=O)(=O)N2CC(O)CC2C(=O)O)cc1 (configuration not stated),i,i,0.9,i,i,i,i,i,i,-1.7,3.6
O=C(Nc1ccc(F)cc1)c1ccc(S(=O)(=O)N2CCCC2)cc1,i,i,-4.9,i,i,i,i,i,i,0.1,0.9
Cc1c(N(C(=O)c2ccccn2)C2(C(=O)NC3CCCCC3)CCCCC2)c(=O)n(-c2ccccc2)n1C,i,i,-10.0,i,i,i,i,i,i,0.4,-5.0
CC(=O)c1ccc(Sc2ccccn2)c([N+](=O)[O-])c1,i,i,-4.1,i,i,i,i,i,i,-0.5,-14.4
CCOC(=O)c1ccccc1NC(=O)COC(=O)C1CCN(S(=O)(=O)c2ccccc2C(=O)OC)CC1,i,i,-2.3,i,-11*,i,i,i,i,0.0,.
NS(=O)(=O)c1ccc(CCNS(=O)(=O)c2ccc3c(c2)NC(=O)CO3)cc1,i,i,12.9,i,i,i,i,i,i,-0.7,7.4
CC(=O)c1ccc(NC(=O)C(Cc2ccccc2)NC(=O)c2ccco2)cc1 (configuration not stated),i,i,7.1,i,i,i,i,i,8.87*,1.4,1.7
CCN(c1cccc(C)c1)S(=O)(=O)c1ccc(-c2coc(C)n2)cc1,i,i,-7.5,i,i,i,i,i,8.56*,0.0,4.4
CSc1nc2cc(F)c(F)cc2n1C,i,i,-0.3,i,i,i,i,i,i,-1.1,29.4
CC(=O)c1ccc(N2CCN(CC(=O)Nc3ccc4c(c3)OCCO4)CC2)cc1,i,i,-9.5,i,i,i,i,i,i,0.0,7.5
Cc1ccc(S(=O)(=O)NC2=NCCCCC2)cc1,i,i,11.5,i,i,i,i,i,i,-0.2,-2.8
O=C(Nc1ccc([N+](=O)[O-])cc1)c1ccccc1,i,i,-0.8,i,i,i,i,i,i,0.9,0.2
O=C(NCCC1=CCCCC1)c1cc(S(=O)(=O)N2CCCCC2)ccc1Cl,i,i,-7.8,i,i,i,i,i,i,0.1,8.8
O=C(CSc1ccc(Cl)cc1)Nc1cc(-c2nc3ncccc3o2)ccc1Cl,i,i,-6.3,i,i,i,i,i,i,-3.9,-35.2
O=C(Cc1ccccc1)N1CCCC(c2nc(-c3cccs3)no2)C1 (configuration not stated),i,i,-1.0,i,i,i,i,i,i,-0.2,7.0
CCOC(=O)CNC(=O)Nc1cccc(Cl)c1C,i,i,0.4,i,i,i,i,i,i,0.0,1.0

# The results go on:
SMILES,TRPC6 inh,RGS4 inh,SKKanGAS inh,TRPC6 activator,MrgX1 antagonist,MrgX1 ag,TRPC4 block,RGS4 act,MrgX1 allo act,HIF activator,Platelet DG rel
O=C(Cn1cccn1)N1CCCC(N2CCN(c3cccc(C(F)(F)F)c3)CC2)C1 (configuration not stated),i,i,-8.1,i,.,.,i,i,.,0.5,-3.1
Cc1ccc(N=Cc2cc3c(cc2[N+](=O)[O-])OCO3)cc1[N+](=O)[O-],i,i,2.9,i,i,i,i,i,i,2.5,20.7
Cc1ccccc1C(=O)NC1CC(C)(C)NC(C)(C)C1,i,i,-6.9,i,i,i,i,i,i,-0.3,1.1
CC(=O)/C(C#N)=C1\NC(=O)C(Cc2ccccc2C)S1 (configuration not stated),i,i,11.5,i,i,i,i,i,i,-2.3,-0.7
CCN(CC)C(=O)CSc1nc2ccc(NC(=O)CSc3nccn3C)cc2s1,i,i,-4.0,i,i,i,i,i,i,0.7,-11.0
Cn1c(-c2ccc3c(c2)OCO3)cnc1NCc1cccc(O)c1,i,i,-1.5,i,i,i,i,i,i,0.6,-6.7
CC1(c2ccccc2Cl)NC(=O)N(CC(=O)NCc2ccc3c(c2)OCO3)C1=O (configuration not stated),i,i,1.9,i,i,i,i,i,i,-11.2,-6.9
CN(C(=O)Cc1c(C(=O)O)n(C)c2ccccc12)c1cccc(C(F)(F)F)c1,i,i,-0.5,i,i,i,i,i,i,0.9,-8.0

# Compound activity: PubChem, several laboratories

# This is a random part of the collection; 6.1% or so of the library scored in one or more.
